NCI-60 one-dose screen, 48 h, at 10 µM unless noted. Numbers give growth in % (100 = growth as untreated, 0 = no growth, -100 = all killed).
SK-MEL-2 = SK-MEL-2 melanoma. 77,000 compounds, 4.7% hits
T-47D = T-47D breast cancer | 79,000 compounds, 5% hits
BT-549 = BT-549 breast cancer; 78,000 compounds, 4.4% hits
LOX IMVI = LOX IMVI melanoma; 79,000 compounds, 7.4% hits
SK-MEL-5 = SK-MEL-5 melanoma | 80,000 compounds, 6.4% hits
MDA-MB-435 = MDA-MB-435 melanoma; 82,000 compounds, 7.8% hits; AID 1794794
HS 578T = HS 578T breast cancer. AID 1794788. 78,000 compounds, 4.1% hits
SK-MEL-28 = SK-MEL-28 melanoma; 81,000 compounds, 4.1% hits
* marks the source's active call; other numbers are inactive results; . = no result given; & = joins results of further samples. The calls were made as follows: active = growth percent below 10; inactive = the rest.

cpd	Structure	SK-MEL-2	T-47D	BT-549	LOX IMVI	SK-MEL-5	MDA-MB-435	HS 578T	SK-MEL-28
1	COc1ccc(C(N)CCc2cccc(OC)c2OC)cc1 (centres undefined)	113	85	85	94	102	102	99	98
2	O=C(CCCCC(=O)OC(CCC1CCCO1)CCC1CCCO1)OC(CCC1CCCO1)CCC1CCCO1 (centres undefined)	89	82	106	97	95	111	107	111
3	CN(C)CCCn1c(=O)c2ccccc2c2ccccc21	84	88	103	56	80	89	79	103
4	CC(=O)O[C@H]1[C@H](O)C[C@]2(C)[C@H]3[C@H](O)C[C@@H]4C5=CC(C)(C)CC[C@]5(C)CC[C@@]4(C)[C@]3(C)CC[C@H]2C1(C)C	103	72	88	96	105	106	102	109
5	COc1cc2c(c(OC)c1OC)C1(NCC2)C(=O)N(Cc2ccc(F)cc2)c2ccccc21 (centres undefined)	113	94	103	99	92	101	93	100
6	COc1ccc(C2CC(c3ccc(Cl)c(Cl)c3)=NN2c2ccccc2)cc1OC (centres undefined)	.	91	104	.	.	101	92	97
7	COc1cccc(C2CC(=O)Nc3c2c(C)nn3-c2nc3ccccc3[nH]2)c1OC (centres undefined)	73	64	87	54	60	58	.	79
8	O=C(Oc1cc(Cl)ccc1Cl)c1ccccc1	92	106	108	90	98	90	70	171
9	COc1cccc(-c2ccc(S(=O)(=O)Nc3ccc4c(c3)N(C(=O)C3CC3)CCC4)cc2)c1	90	52	39	83	26	70	84	87
10	C#CCOc1ccccc1C(OC(=O)c1ccc(OC)cc1)C(=O)NC(C)(C)C(C)(C)C (centres undefined)	101	83	89	94	88	98	93	93
11	CC(C)CC(=O)C1C(=O)c2ccccc2C1=O	90	105	.	102&97	118&100	109&98	112&85	109&115
12	COc1cc(C2C(C#N)=C(N)Oc3cc(O)ccc32)cc(OC)c1OC (centres undefined)	23	16	59	46	23	-45*	20	58
13	O=C(/C=C/C(=O)Oc1c(Cl)cc(Cl)cc1[N+](=O)[O-])Oc1c(Cl)cc(Cl)cc1[N+](=O)[O-]	117	111	113	.	108	116	.	112
14	O=C(/C=C/c1ccc(Cl)cc1)c1ccc(Nc2nc(NCCO)nc(N3CCOCC3)n2)cc1	109	67	85	68	79	78	91	95
15	O=C1/C(=C/c2cccc3cnccc23)Cc2cc(F)ccc21	95	43	89	93	90	101	109	109
16	O=C(NNC(=S)Nc1ccc(C(=O)O)c(O)c1)c1ccncc1	.	102	97	87	100	104	119	108
17	Fc1c[c-]c(-c2ccccn2)c(F)c1.[CH3-].[Pt+2].c1ccc(P(C[PH+](c2ccccc2)c2ccccc2)c2ccccc2)cc1	-39*	-5.0*	-28*	-93*	-97*	-52*	-5.5*	-51*
18	c1ccc(-c2c3c(nn2-c2ccccc2)CON(c2ccccc2)[C@H]3c2ccccc2)cc1	95	69	100	94	97	92	92	98
19	COc1ccc(C2C=Nn3c(nnc3-c3ccc(N)cc3)S2)cc1 (centres undefined)	104	.	47	86	96	113	104	121
20	COc1ccc2nc(-c3cc4c([nH]c5ccccc54)c(-c4cc(OC)c(OC)c(OC)c4)n3)[nH]c2c1	81	62	67	74	22	78	77	96
21	CCOC(=O)c1csc(NC(=O)Nc2cnc(Nc3ccc(N4CCOCC4)cc3)nc2Oc2ccc(OC)cc2)n1	69	79	77	81	53	71	69	96
22	CC(C)CSc1oc(-c2ccccc2)nc1S(=O)(=O)c1ccccc1	96	62	102	96	91	105	97	115
23	CC(C)CN[C@H]1CS(=O)(=O)C[C@@H]1S(=O)(=O)c1ccc(Cl)cc1	90	72	81	78	98	84	100	91
24	S=C(NNC(=S)Nc1ccc(Cl)cc1)Nc1ccc(Cl)cc1	105	75	110	68	99	93	96	101
25	Cc1cc(-c2ccccc2)n(N)c(=S)n1	115	57	123	91	102	98	106	104
26	CC(=O)NCC(=O)c1ccc([N+](=O)[O-])cc1	136	86	107	95	103	104	106	105
27	COC(=O)/C(=C/c1ccccc1)CBr	94	92	99	74	98	94	115	107
28	O=C1NC(=O)N2CCCC12 (centres undefined)	110	113	115	101	105	97	100	109
29	CCCCC/C=C\C/C=C/CCCCCCCCNC(=O)Nc1ccc([N+](=O)[O-])cc1	119	.	109	17	103	68	88	106
30	Cc1ccc2c(CSc3nc(-c4c(Cl)cccc4Cl)c(C#N)c(=O)[nH]3)cc(=O)oc2c1	74	61	91	95	102	111	111	109
31	CCOc1ccc(S(=O)(=O)N2CCCCC2)cc1	121	104	90	92	102	108	111	110
32	[2H]C([2H])([2H])Oc1ccc(/C=C/C(=O)/C=C(/C=C/c2ccc(OC([2H])([2H])[2H])c(OC([2H])([2H])[2H])c2OC([2H])([2H])[2H])OB(F)F)c(OC([2H])([2H])[2H])c1OC([2H])([2H])[2H]	95	52	79	13	92	27	60	73

Nothing new here: entries from further up.
cpd	Structure	SK-MEL-2	T-47D	BT-549	LOX IMVI	SK-MEL-5	MDA-MB-435	HS 578T	SK-MEL-28
31	CCOc1ccc(S(=O)(=O)N2CCCCC2)cc1	121	104	90	92	102	108	111	110
32	[2H]C([2H])([2H])Oc1ccc(/C=C/C(=O)/C=C(/C=C/c2ccc(OC([2H])([2H])[2H])c(OC([2H])([2H])[2H])c2OC([2H])([2H])[2H])OB(F)F)c(OC([2H])([2H])[2H])c1OC([2H])([2H])[2H]	95	52	79	13	92	27	60	73

(more compounds)
cpd	Structure	SK-MEL-2	T-47D	BT-549	LOX IMVI	SK-MEL-5	MDA-MB-435	HS 578T	SK-MEL-28
33	CSc1ccc(OC(C)=O)cc1C	93	91	98	95	99	91	103	110
34	O=C1/C=C/[C@@H](O)[C@@H]2C[C@@H](O)C[C@H]2/C=C/CCC[C@@H](C(F)(F)F)O1	86	82	123	71	60	93	74	62
35	COc1cc2c(c(OC)c1OC)C(=O)CC(c1cccc(C(=O)Nc3cccc([N+](=O)[O-])c3)c1)O2 (centres undefined)	79	23	19	75	43	68	90	87
36	C#C[C@H](O)/C=C/CCCCCCC#C[C@H](O)CC[C@@H](O)C#CCCCCCC/C=C/[C@@H](O)C#C	93	76	94	-71*	92	93	96	101
37	Cc1cc(Nc2ccc(Cl)cc2)nc(NCCCNc2ccnc3cc(Cl)ccc23)n1	-93*	-90*	-87*	-84*	-100*	-89*	-53*	-100*
38	O=C(c1nc2ccccc2[nH]1)C1C(c2ccc(C(F)(F)F)cc2)C2CC3CCCC[C@H]3N2[C@@]12C(=O)Nc1cc(Cl)ccc12 (some centres undefined)	87	43	98	66	70	54	81	83
39	CCOC(=O)c1c(C)[nH]c2ccc(O)cc12	98	.	.	97	101	100	92	120
40	O=C(O)c1cccc(NC(=O)c2ccc(-c3cccc([N+](=O)[O-])c3)o2)c1	100	108	105	96	108	102	91	102

Record cards, from the list above.
`Cc1cc(Nc2ccc(Cl)cc2)nc(NCCCNc2ccnc3cc(Cl)ccc23)n1` is listed with SK-MEL-2 = -93*; T-47D = -90*; BT-549 = -87*; LOX IMVI = -84*; SK-MEL-5 = -100*; MDA-MB-435 = -89*; HS 578T = -53*; SK-MEL-28 = -100*
`COc1cc2c(c(OC)c1OC)C(=O)CC(c1cccc(C(=O)Nc3cccc([N+](=O)[O-])c3)c1)O2` (centres undefined) is listed with SK-MEL-2 = 79; T-47D = 23; BT-549 = 19; LOX IMVI = 75; SK-MEL-5 = 43; MDA-MB-435 = 68; HS 578T = 90; SK-MEL-28 = 87
`CCOC(=O)c1c(C)[nH]c2ccc(O)cc12` is listed with SK-MEL-2 = 98; T-47D = .; BT-549 = .; LOX IMVI = 97; SK-MEL-5 = 101; MDA-MB-435 = 100; HS 578T = 92; SK-MEL-28 = 120

Next part.
cpd	Structure	SK-MEL-2	T-47D	BT-549	LOX IMVI	SK-MEL-5	MDA-MB-435	HS 578T	SK-MEL-28
41	CC1(C)[C@@H]2C[C@@]34CCCN3C(=O)[C@]2(C[C@@]12Nc1ccccc1C2=O)NC4=O	114	97	106	66	99	101	95	92
42	O=[N+]([O-])c1ccccc1Nc1ccccc1[N+](=O)[O-]	135&101	107&96	109&105	107	107	103&111	104&106	108&113
43	Cn1ccc(=O)c(C(=O)Nc2nsc3ccc([N+](=O)[O-])cc23)c1	56	75	70	51	87	76	55	78
44	C=C1CCC2C3(C)COC(c4ccc(OC)cc4Br)OC3CCC2(C)C1/C=C/C1=CCOC1=O (centres undefined)	81	41	74	71	45	94	95	80
45	O=C(O)c1nc(-c2ccccc2)nc2c(F)cccc12	110	102	105	97	101	102	104	103
46	COc1ccc2cc(C#Cc3ccc(-n4c(/C=C/c5c(Cl)cccc5Cl)nc5ccccc5c4=O)c(C)c3)ccc2c1	105	95	112	102	109	112	114	114
47	Cc1ccc(S(=O)(=O)N/N=C/c2cn(-c3ccc(F)cc3)nc2-c2ccc(S(C)(=O)=O)cc2)cc1	102	98	105	100	102	100	107	106
48	Cc1ccc(C(C)C)cc1NC(=O)Nc1ccccc1Cl	90	87	105	98	96	106	95	101
49	C/C(=N/Nc1c2ccccc2nc2ccccc12)c1ccccc1	84	91	98	103	97	99	104	109
50	O=c1c2cc(F)ccc2sc2c(NCCCNCCO)nc3ccc(Cl)cc3c12	105	57	.	15	.	40	57	100
51	CO[C@@H]1[C@@H](OC)N(S(=O)(=O)c2ccc(Cl)cc2Cl)C(=O)N1S(=O)(=O)c1ccc(Cl)cc1Cl	91	91	104	99	97	100	95	101
52	C=CCn1c(SCC(=O)Nc2cccc(C(=O)/C=C/c3ccc(Cl)cc3)c2)nc2ccccc2c1=O	.	79	95	78	99	92	87	93
53	COc1ccc(C(=O)N2C(=O)CCC2=O)cc1	100	100	107	99	101	103	105	108
54	CSc1c(-c2nc3ccccc3s2)c(N)nc2c(C(=O)Nc3ccc(Cl)cc3)c(Nc3ccccc3)nn12	.	93	137	101	98	99	92	102
55	C/C(=C\c1ccc(OCC(=O)O)c2ccccc12)[N+](=O)[O-]	.	93	100	89	116	109	114	116
56	CCn1cc(-c2ccnc(NCCCNS(=O)(=O)c3ccc(Br)cc3)c2)c(-c2cccc(O)c2)n1	98	37	91	89	73	44	74	88
57	CCc1ccccc1NC(=O)C1CCN(S(=O)(=O)c2cc([N+](=O)[O-])ccc2Cl)CC1	64	94	84	88	96	105	103	106
58	CCCc1cc(NC)nc(S(=O)(=O)CC)n1	115	111	105	103	104	104	108	106
59	CCOC(=O)CSc1nc2ccccc2c(=O)n1CCc1ccc(S(N)(=O)=O)cc1	97	87	116	97	100	104	95	110
60	CN(C)N1C(=O)c2c(Cl)c(Cl)c(Cl)c(Cl)c2C1=O	105	93	129	97	101	114	99	112
61	O=C1CCC23OC=CC2C2(Nc4ccccc4NC2=O)c2c(Cl)cccc2N13 (centres undefined)	109	95	100	88	107	105	103	114
62	Oc1ccccc1-c1nnc(Cn2c(Cc3cccc4ccccc34)nc3ccccc32)o1	83	90	101	89	96	111	99	103
63	CC(C)CC(NC(=O)C(Cc1c[nH]c2ccccc12)NC(=O)OC(C)(C)C)C(=O)NN (centres undefined)	97	99	108	111	108	94	109	94
64	CCOC(=O)c1ccc2c(c1)nc(-c1ccc(OCc3ccccc3)c(OC)c1)n2-c1cc(C(C)(C)C)[nH]n1	93	65	99	.	65	85	82	107
65	CCC(C)/C=C/C=C/C(O)=C1/C(=O)NC(Cc2ccc(O)cc2)C1=O (centres undefined)	115	95	103	96	104	101	.	109
66	COc1ccc(COc2ccc(Nc3ncnc4onc(-c5ccccc5)c34)cc2)cc1	109	91	98	93	91	102	95	103
67	CC1(C)OC(=O)C(=Cc2cccc(Cl)c2)C(=O)O1	97	89	109	101	97	109	92	117
68	CCOC(=O)c1c(Nc2ccccc2)nn2c(-c3cccs3)ccnc12	.	79	109	74	71	88	90	91
69	Cc1ccnc2ccc(O)cc12	107	90	111	100	101	111	105	107
70	CSc1nc(N)c(C(=O)NC2CCCCC2)s1	104	95	119	108	96	115	102	114
71	CCN(CCNc1ccc(C)c2sc3cc(Cl)ccc3c(=O)c12)CC(C)(C)O	57	69	85	42	63	35	79	-33*
72	Cc1cc(C)c2[nH]c(=O)c3c4ccccc4[nH]c3c2c1	100	95	102	106	97	98	103	101
73	CCCCCCCCn1c(=N)c(S(=O)(=O)c2ccccc2)cc2c(=O)n3ccccc3nc21	97	80	110	.	96	102	96	107
74	N#CCCN(C(=S)Nc1cccc(C(F)(F)F)c1)C1CCCCC1	103	85	97	97	84	115	104	119
75	O=C(COc1ccc(C2SCC(=O)N2c2ccc(F)cc2)cc1)c1ccccc1 (centres undefined)	100	90	93	88	98	103	97	102
76	C=C1C(=O)O[C@@H]2C[C@@H](C)/C=C\C(=O)[C@](C)(OC(C)=O)C[C@H](OC(=O)/C(C)=C\C)[C@@H]12	-16*	-73*	-9.6*	-75*	.	-53*	19	.
77	CCOC(=O)C(Cc1ccccc1Cl)n1cc(-c2ccccc2)nn1 (centres undefined)	104	98	111	99	102	102	93	115
78	CCCCCC1C(C)=CC(C)=C(C)C1(C)C[N+](C)(C)C (centres undefined)	83	68	83	85	95	89	108	95
79	CCCCCCCCCC(=O)N(CCCC)CCCC	114	113	102	92	100	89	118	96
80	N#CC(C#N)c1ccnc2ccccc12	110	85	82	89	91	93	94	91
81	NS(=O)(=O)c1cccs1	104	91	86	105	106	102	108	102
82	CCNC(=O)NCC	85	.	115	106	103	104	92	101
83	COc1ccc(-c2cc(-c3ccc(C)cc3)nc(NC(=O)c3cccnc3)n2)cc1	104	96	124	94	97	103	100	107
84	C(=C\c1ccco1)/c1ccco1	114	113	.	102	105	111	104	107
85	O=C1CCN2C(=O)Nc3ccccc3C2C1 (centres undefined)	110	100	109	106	103	97	103	.
86	O=C(COc1ccc(NC(=O)Nc2ccccc2)cc1)N=Nc1c(O)[nH]c2ccc([N+](=O)[O-])cc12	-69*	-44*	-43*	.	28	-18*	-8.8*	-44*
87	CCc1ccc(NC(C)=O)cc1	134	97	107	95	103	114	114	122
88	CC(C)=CCc1cc(O)c(O)c2oc3cc(O)cc(O)c3c(=O)c12	97	70	75	33	56	61	92	84

Source: PubChem BioAssay
